# CSM14.1 death rescue: protection against thapsigargin-triggered cell killing – 384-well, CSM14.1, ATP luminescence, primary screen (AID 1222) | 190,000 tested, under 10 active | CSM14.1 thapsigargin-induced death rescue, ATP luminescence; higher % means a stronger effect | cellular ATP content (survival), % at 20 µM; hits with a dose series show EC50 in µM;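 active = EC50 below 50 µM in the dose-response confirmation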;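 also: death triggered by thapsigargin at about 15 µM added after 2 h compound pretreatment; cell ATP read after overnight thapsigargin exposure of roughly 18 to 22 hours; normalized against plate controls of thapsigargin alone and 5% DMSO vehicle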
# Lipid droplet: hepatic lipid droplet formation modulation; AML12 mouse hepatocytes, oleate lipid droplets, BODIPY imaging; inhibition, % at 6.5 µM; 240,000 compounds, 0.4% hits; AID 1656;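 active = lipid droplet intensity inhibited by at least 50%, with more than 500 cells counted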
#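 Assay system: AML12 hepatocytes (mouse); Probe or stimulus: oleic acid at 100 µM to induce lipid droplet formation; Dosing: compound at 6.5 µM only; Schedule: compound with oleate, overnight; Detection: fluorescence imaging, 20x objective, two fields per well; Measure: % inhibition of lipid droplet signal.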
# MT stabilize HCS: microtubule stabilization, imaging screen; 200,000 compounds, 0.83% hits; % tubulin-high responders, % at 10 µM; HeLa tubulin immunostaining HCS, 24 h; share of cells brighter than vehicle mean+2SD;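 active = plate Z-score above 3 for both tubulin-high and condensed-nucleus cell shares, with cell loss under 80%, at 10 µM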;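 also: anti alpha tubulin signal scored within the nucleus-defined area of each cell; some results filed as inactive read as strong as hits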
# WT yeast gro inh: growth inhibition of WT yeast, mitochondrial fusion screen; mitochondrial fusion phenotypic screen, WT strain; inhibition, % at 10 µM; 190,000 compounds, 2.1% hits; AID 1362; in the data active = inhibition above about 58%; tested in S. cerevisiae
# Dynein transport: blocks dynein driven cargo transport along microtubules | 3617.4 mouse cells, GR-EGFP nuclear translocation imaging; test concentration mostly 20 µM; stimulated with dexamethasone, 1 µM; stronger effect = lower value | z-score, hits read low | 220,000 compounds, 0.47% hits;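 active = plate z-score of nuclear minus cytoplasmic receptor signal below a set negative limit, without overly bright fluorescence or cell loss, cut at about -3.5 in these data, passing the limit was not always enough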;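 also: z-score of nuclear minus cytoplasmic ring GR-EGFP intensity difference per well; some compounds called inactive have numbers as strong as hits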
#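 medium = tetracycline-free induction medium containing charcoal-stripped FBS | also added = 1.0 µM final dexamethasone stimulus | schedule = 48 h induction, 1 h compound, 30 min dex at 37 °C | technique = fixed, Hoechst-stained cells imaged at 10x for EGFP | measure = GR-EGFP nuclear translocation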
# bCat nuc transl: beta-catenin nuclear translocation modulation | HeLa beta-catenin nuclear translocation, immunofluorescence imaging | nuclear translocation activity, % at 5 µM | 190,000 compounds, 0.3% hits | AID 1665;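 active = nuclear translocation activity above 50% at 5 µM, with a well cell count of 50 or more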;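 also: per-cell ratio of nuclear to cytoplasmic median beta-catenin stain intensity; plate controls were DMSO negative control for no effect and GSK-3 inhibitor IX positive control for full effect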
#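 Assay system: human HeLa cells, native beta-catenin; doses: 5 µM primary, 0.02–20 µM confirmation; incubation: compound treatment 24 h, 37°C, 5% CO2; technique: fluorescence imaging of beta-catenin antibody stain plus DAPI; measure: % activation, nuclear-to-cytoplasmic median beta-catenin signal ratio per cell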
# Insulin prom up: MIN6 insulin promoter up-regulation; 190,000 compounds, 0.3% hits; z-score at 5 µM; MIN6 insulin promoter-GFP reporter, high-content imaging; stronger effect = higher value;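 active = z-score above 3 at 5 µM with at least 500 cells counted in the well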
# Autophagy mod: modulators of autophagy | MEF GFP-LC3 puncta imaging; test concentration mostly 10 µM | calls only at 10 µM (by protocol) | 190,000 compounds, 0.98% hits;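 active = percentage of spot-positive cells more than 3 SD above its plate mean, without a fluorescence outlier flag or 80% toxicity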;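 also: spot-positive cell cutoff set from DMSO-treated cells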
# XIAP displacement: XIAP antagonists, biochemical, IAP family, fluorescence polarization (AID 1018) | XIAP BIR domain, fluorescence polarization peptide displacement; higher % means a stronger effect | one-dose displacement, % at 20 µM; IC50 in µM for titrated hits | 200,000 compounds, 0.007% hits; in the data active = displacement above about 50%; also: a part of the inactive calls stands beside numbers as strong as those of hits
# WT yeast gro inh mutant strain: also measured in WT yeast gro inh; calls as there; inhibition, %; mitochondrial fusion phenotypic screen, mutant strain inhibition
# Dynein transport cytoplasmic EGFP: also measured in Dynein transport; calls as there; z-score; measured here: cytoplasmic GR-EGFP intensity; stronger effect = higher value
# Dynein transport nuclear GR-EGFP: second read-out of Dynein transport, no call of its own (marks repeat the call); z-score; measured here: nuclear GR-EGFP intensity;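 lower value marks the stronger effect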
# Dynein transport cell count: also measured in Dynein transport; calls as there; z-score; measured here: cell count per field
# Insulin prom up cell count: further read-out of Insulin prom up, marked with its call; cell count; measured here: cytotoxicity, nuclei count;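 total cells summed across four imaged fields per well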
# Lipid droplet cells 6.5 µM: also measured in Lipid droplet; calls as there; cell count; measured here: cell count, cytotoxicity flag;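 cells counted across two imaged fields per well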
# bCat nuc transl cell count 5 µM: further read-out of bCat nuc transl, marked with its call; cell count; measured here: cell count, cytotoxicity flag
# MT stabilize HCS Hoechst-high %: recorded beside MT stabilize HCS, whose call it bears; % Hoechst-high responders; measured here: nuclear condensation Hoechst responders;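 share of cells brighter than vehicle mean plus two SD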
# MT stabilize HCS cytotoxicity %: also measured in MT stabilize HCS; calls as there; toxicity, %; measured here: cytotoxicity by cell density;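 0% = mean cell density of plate MIN control wells and 100% = no cells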
# Autophagy mod cell loss 18 h: also measured in Autophagy mod; calls as there; toxicity, %; measured here: cell loss, nuclei count;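 cell loss after 18 h compound exposure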
# * hit, by the source's call; i = inactive; · = not tested or not shown.
SMILES,CSM14.1 death rescue,Lipid droplet,Lipid droplet cells 6.5 µM,MT stabilize HCS,MT stabilize HCS Hoechst-high %,MT stabilize HCS cytotoxicity %,WT yeast gro inh,WT yeast gro inh mutant strain,Dynein transport,Dynein transport cytoplasmic EGFP,Dynein transport nuclear GR-EGFP,Dynein transport cell count,bCat nuc transl,bCat nuc transl cell count 5 µM,Insulin prom up,Insulin prom up cell count,Autophagy mod,Autophagy mod cell loss 18 h,XIAP displacement
CC(=O)Nc1ccc(Oc2sc(C(=O)c3ccccc3)c(N)c2C#N)cc1,-1.1%,·,·,3.0,1.4,5.6,-8,13,-1.1,0.43,-0.49,0.51,0.1,1383,0.04,1646,i,-5,-0.8%
COc1ccc(C2C(C(=O)/C=C/c3ccco3)=C(O)C(=O)N2CCN2CCOCC2)cc1 (stereo not drawn),·,-15,614,3.0,2.9,6.6,6,-18,1.6,-0.17,1,-0.15,1.3,1050,0.15,1225,i,-1,-4.7%
COc1ccc(C(C)=O)cc1CSc1nncn1-c1ccccc1,-0.5%,-18,634,2.9,3.7,13,-2,-2,1.6,-0.23,0.84,-1.1,-0.3,1072,0.8,1518,i,7,-4.0%
O=C(O)C1CC=CCC1C(=O)N1CCN(c2nc(-c3ccccc3)c3ccccc3n2)CC1 (stereo not drawn),-1.5%,·,·,1.8,3.2,10,-4,-2,-0.62,0.038,-0.08,0.65,5.8,1260,-1.2,1235,i,-6,-3.3%
O=C(Nc1ccccc1Cl)c1ccc2nsnc2c1,-0.6%,-3,727,1.6,2.1,6.9,-3,-11,-0.89,-0.24,-0.5,0.49,-0.5,993,·,·,i,-11,-4.8%
CS(=O)(=O)N1CCCC(C(=O)NCCc2ccccc2)C1 (stereo not drawn),-5.0%,-5,776,2.1,1.8,5.0,7,10,0.52,-0.24,0.43,-0.022,0.9,1169,0.4,1306,i,6,-5.7%
COc1ccccc1Oc1ccc2c(c1)C(=O)N(CC1CCCO1)C2=O (stereo not drawn),·,-4,709,·,·,·,·,·,0.029,-0.22,-0.00077,0.4,-0.6,1362,-1.4,1460,·,·,·
CC1CCCCC1NC(=O)CCCCCn1c(=S)[nH]c2ccccc2c1=O (stereo not drawn),0.8%,3,690,1.8,3.2,7.6,-18,2,-0.91,-0.34,-0.44,1.5,-4.8,1064,·,·,i,1,-3.4%
Cc1ccc(/C=N/NC(=O)Cn2cnc3ccccc32)o1,-2.1%,·,·,2.5,2.8,6.6,15,4,0.57,-0.15,1,0.28,0.7,1386,0.12,1305,i,10,-5.6%
COc1ccc2oc(=O)c(C(=O)OCC(=O)c3ccc([N+](=O)[O-])cc3)cc2c1,0.5%,1,690,2.9,2.8,6.2,-1,2,-0.19,-0.25,0.23,0.78,-2.3,1028,0.44,1132,i,6,-5.9%
O=C(OCc1cc(-c2ccccc2)no1)c1ccc2ccccc2n1,-0.9%,·,·,2.7,2.1,9.0,-7,-12,-0.4,-0.15,-0.14,-0.84,-1.8,996,0.67,1237,i,7,-12%
COc1cc(C2C(S(=O)(=O)c3ccccc3)CON2C)ccc1OCc1ccc(F)cc1 (stereo not drawn),-1.1%,4,644,2.0,1.4,7.3,3,-6,0.33,-0.29,0.37,0.3,0.5,1483,·,·,i,17,-18%
CCOc1ccc2oc(-c3ccccc3)c(C(=O)N3CCN(CCO)CC3)c2c1,-2.0%,2,705,3.5,1.3,1.7,32,9,1.4,-0.21,0.57,-0.0072,·,·,-0.33,1240,i,-8,-4.8%
CCOC(=O)N1CCC(NC(=O)C(NC(=O)C2CCCCC2)C(C)C)CC1 (stereo not drawn),3.3%,·,·,·,·,·,10,-6,·,·,·,·,-3.8,1050,0.62,1270,·,·,-3.4%
CCCCN1C(=O)C(O)=C(C(C)=O)C1c1ccc(OC)cc1OC (stereo not drawn),-1.9%,·,·,5.4,2.7,8.5,1,-32,2.1,0.037,1.2,-0.012,1.9,1397,0.01,1570,i,6,-2.4%
COc1ccccc1Cn1c(=O)c2ccccc2n2c(SCc3csc(C)n3)nnc12,·,·,·,2.9,2.1,9.9,17,23,-0.16,-0.21,0.75,-0.29,-4.4,958,0.28,1223,i,3,-7.9%
O=C(CSc1nnc(-c2ccncc2)o1)N1CCCC1,·,2,720,4.0,1.9,5.2,-5,-13,0.4,-0.11,0.52,-1.4,0.2,1084,0.99,1301,i,-3,-2.3%
CCOC(=O)N1CCN(c2c(N3CCN(c4ccc(F)cc4)CC3)c(=O)c2=O)CC1,·,10,715,·,·,·,·,·,0.32,0.54,0.49,-0.45,-0.8,1296,-0.91,1055,·,·,·
Cc1nc(SCC(=O)c2cccs2)c2oc3ccccc3c2n1,-0.9%,-8,728,1.6,1.2,9.9,33,34,0.98,-0.34,0.66,-0.85,0.8,1143,-0.92,1007,i,1,-5.1%
O=C(NC1CCN(Cc2ccccc2)CC1)c1ccc2c(c1)[nH]c(=O)n2Cc1ccc(F)cc1,-0.2%,4,725,0.9,1.7,10,-8,12,-0.47,-0.29,-0.47,1.2,1.8,1509,0.58,1424,i,7,-3.5%
COc1ccccc1C(=O)NN1C(=O)C2C3C=CC(O3)C2C1=O (stereo not drawn),-1.1%,·,·,2.2,1.5,6.9,0,3,-0.68,-0.15,0.22,-0.26,0.9,1383,0.2,1567,i,9,3.2%
CCOC(=O)N1CCN(c2nc(C)cc(C(F)(F)F)n2)CC1,-1.9%,4,739,3.5,2.2,14,3,-2,-0.13,-0.24,0.32,0.8,·,·,0.41,1323,i,-34,-1.3%
COc1ccc(C(=O)N/C(=C\c2ccco2)C(=O)NCCCn2ccnc2)cc1,-2.1%,-8,664,2.6,2.3,7.4,-1,17,0.2,-0.22,0.25,0.062,0.4,1089,0.46,1498,i,2,-9.0%
Cc1sc(NC(=O)CN(C)C2CCCCC2)nc1-c1ccc2c(c1)CCN2S(=O)(=O)c1ccccc1,1.4%,2,720,2.6,1.0,6.4,3,6,-0.76,-0.1,0.1,0.27,·,·,0.15,840,i,15,-4.2%
CN1CCN(c2ccc(S(=O)(=O)N3CCCCC3)cc2NC(=O)c2cccc([N+](=O)[O-])c2)CC1,-0.5%,-4,669,2.4,2.2,8.6,-3,11,0.16,-0.14,0.37,-0.47,-6.1,1067,1.1,1165,i,11,-8.9%
O=C(CN1CCN(S(=O)(=O)c2ccc(Br)cc2)CC1)Nc1ccccc1F,-2.4%,-12,761,2.8,2.1,24,-20,-3,1,-0.091,0.87,-0.34,·,·,-0.65,1326,i,2,0.2%
CCOC(=O)C1(Cc2ccccc2)CCN(Cc2ccc3cc(NC(C)=O)ccc3n2)CC1,-2.2%,2,696,3.8,2.0,0.5,6,10,0.53,-0.015,0.41,-0.34,-1.4,1229,-0.33,1334,i,-40,-3.5%
CCC(C)(C)NC(=O)C1CCN(c2nc(OC)nc(OC)n2)CC1,4.3%,11,760,4.8,2.0,16,0,-6,0.65,0.84,1.3,-1.6,-1.2,1165,-0.78,1272,i,20,-6.3%
CSc1nc2ccc(S(N)(=O)=O)cc2s1,0.6%,-4,701,4.5,2.6,0.5,13,-7,1.3,-0.19,0.47,-0.8,-1.6,547,-4.4,572,i,6,-2.5%
Cc1cc(NC(=O)C2C3C(=O)N(Cc4ccc(Cl)cc4)C(C(=O)NCc4ccccc4)C34C=CC2(C)O4)no1 (stereo not drawn),1.6%,-6,822,1.8,1.6,11,6,16,-0.057,0.028,-0.068,0.084,0.6,848,0.35,914,i,-2,-6.0%
O=C(c1ccccc1)c1ccc2ccccc2n1,-1.3%,23,827,1.4,1.5,4.3,-5,-5,-0.68,-0.25,-0.38,0.46,·,·,·,·,i,-3,-12%
O=C(/C=C/N1CCN(Cc2ccccc2)CC1)C(F)(F)F,2.8%,18,711,3.1,1.9,8.4,-4,6,-0.54,0.013,-0.33,0.65,-5.8,1091,0.06,1534,i,-2,-7.3%
CCOC(=O)c1cc(-c2cccs2)nc2onc(C)c12,-1.0%,·,·,4.2,3.0,7.4,1,21,0.22,-0.13,-0.51,-0.91,0.1,1186,0.13,955,i,2,-4.9%
CC(C)(C)Nc1nc2ccc([N+](=O)[O-])cc2o1,·,-3,715,·,·,·,·,·,0.21,-0.077,0.086,0.92,0.5,1332,0,1024,·,·,·
Cc1cccn2cc(CCNS(=O)(=O)c3cccc([N+](=O)[O-])c3)nc12,·,11,659,·,·,·,·,·,-0.59,-0.28,0.32,0.51,-0.7,1333,0.39,1029,·,·,·
O=c1c2c3nc4ccccc4nc3n(/N=C/c3ccco3)c2ncn1CCC1=CCCCC1,1.6%,·,·,·,·,·,·,·,·,·,·,·,-3.2,895,-1.6,1232,·,·,-4.6%

# High-throughput results: PubChem BioAssay, several laboratories
